Screens as filed in PubChem.
KCNH2 3.1 inh: qHTS for Inhibitors of KCHN2 3.1: Mutant qHTS; U2OS KCNH2 3.1, thallium flux FluxOr; active compounds read low; AID 720553, 2013; Potassium voltage-gated channel subfamily H member 2, brain isoform KCNH2 3.1 (human); hit rate 0.95% among 340,000; activity change, % (tested at about 1.8 µM);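 active = maximum activity change below -70%; inconclusive = maximum activity change from -70% to -50%; inactive = maximum activity change above -50%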;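 note: thallium influx rate constant from kinetic fluorescence after stimulation buffer; % is set by controls: 0 for no effect and ±100 for the full control effect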
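Channel expression came from 3.1 mutant virus (1.77 x 10^8 /mL) applied to suspended U2OS cells for 4 h. Flux was tracked with FluxOr dye plus Red40 quencher, and kinetic rate constants normalized to controls.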
Integrin act MD: qHTS for Activators of Integrin-Mediated Alleviation for Muscular Dystrophy; alpha7betagal myoblasts, beta-gal FDG fluorescence, 48 h; Potency, µM (titrated, usually from 38.3 µM), for the others: at the top dose activation, actives largely listed as activators; hit rate 0.064% among 350,000;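 note: potency is the fitted concentration of half-maximal effect; 100% = response of the positive control SU9516; nearly all actives have a fitted effect of over 60% in size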
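alpha7betagal+/- myoblasts (passage 13, 250/well) treated 48 h at 37C with compounds at 1:260 dilution of DMSO stock. Lysed, then beta-galactosidase activity read as FDG fluorescence (ex 480/em 540) after 30 min, with pre-read for autofluorescence.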
A-T KAP1 phos: qHTS Assay for Identifying a Potential Treatment of Ataxia-Telangiectasia; […] A-T fibroblasts, KAP-1 phosphorylation AlphaLISA; neocarzinostatin DNA damage 30 min before lysis; Potency, µM (top dose mostly 57.5 µM), for the others: at the top dose activation, usual class: activators; hit rate 0.19% among 320,000; AID 485349, 2010; note: potency is the fitted concentration of half-maximal effect; % of control where 0% means no effect; nearly all actives have a fitted effect of over 45% in size
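hTERT-immortalized A-T patient fibroblasts ([…]), 500 cells/well in OPTI-MEM, 1% FBS, got compounds for 60 min, then NCS for 30 min at 37C. Lysates were then assayed for phospho-KAP-1 by AlphaLISA (anti-pKAP1 donor, anti-KAP1 acceptor beads), 6 hr at 25C.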
MBNL1 CUG block: qHTS Assay for Inhibitors of MBNL1-poly(CUG) RNA binding; TR-FRET MBNL1-His/biotin-(CUG)12 binding, 665/545 ratio; Potency, µM (doses to about 57.5 µM), for inactives: at the highest dose activity change, negative = inhibition, hits mostly inhibitors; AID 2675, 2010; hit rate 0.036% among 280,000; active = well fitted inhibition curve with a large enough effect in the signal ratio, with a control signal flat, not every such curve was filed as active; inconclusive = small, poorly fitted or top-dose-only effect, or effect the other way, or a change in a side signal; inactive = no such curve, though single readings can be large or run the other way; the % refers to the signal ratio; note: potency is the fitted concentration of half-maximal effect; % is set by controls: 0 for no effect and ±100 for the full control effect
Target sequence (Q9NR56 whole entry, looked up): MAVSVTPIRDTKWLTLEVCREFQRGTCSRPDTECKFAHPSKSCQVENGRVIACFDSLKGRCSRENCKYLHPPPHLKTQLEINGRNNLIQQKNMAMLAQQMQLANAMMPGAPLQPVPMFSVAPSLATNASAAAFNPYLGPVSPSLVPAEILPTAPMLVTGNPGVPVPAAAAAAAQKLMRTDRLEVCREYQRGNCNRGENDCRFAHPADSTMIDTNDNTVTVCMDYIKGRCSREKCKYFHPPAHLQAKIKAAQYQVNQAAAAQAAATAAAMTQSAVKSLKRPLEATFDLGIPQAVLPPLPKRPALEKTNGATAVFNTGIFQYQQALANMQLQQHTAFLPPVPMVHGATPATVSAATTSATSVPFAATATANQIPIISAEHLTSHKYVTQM
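MBNL1-His + Biotin-(CUG)12, cpd titration 92 nM–58 uM; Tb anti-His Ab 0.055 ng/ul, SA-XL665 5 nM (final); 60 min RT; ratiometric 665/545 nm, Ex 340 nm; normalized to buffer and full-complex controls.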
KCNH2 WT inh: qHTS for Inhibitors of KCHN2 3.1: Wildtype qHTS | Voltage-gated inwardly rectifying potassium channel KCNH2 (Homo sapiens), Q12809 | U2OS, BacMam KCNH2, thallium flux FluxOr; active compounds read low | activity change, % at 1.84 µM | hit rate 0.37% among 340,000;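 active = maximum activity change below -70%; inconclusive = maximum activity change between -70% and -50%; inactive = maximum activity change above -50%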; note: % is set by controls: 0 for no effect and ±100 for the full control effect
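U2OS cells transduced with wild-type KCNH2 virus are loaded with FluxOr dye for 45 min, and thallium flux is measured in kinetic reads before and after stimulation buffer. Rate constants are normalized to DMSO controls.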
FBPA coupling cs: qHTS Assay for Inhibitors of Fructose-1,6-bisphosphate Aldolase from Giardia Lamblia: Coupling assay counterscreen; coupling enzyme system counterscreen, AmpLite Red fluorescence; activity change, negative = inhibition, % at 58.2 µM, hits read low; hit rate 0.67% among 290,000; in the data active = activity change below about -30%; note: % is set by controls: 0 for no effect and ±100 for the full control effect
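First, compound is pin-transferred into glyceraldehyde-3-phosphate coupling-enzyme reagent at 57.5 uM final and held 10 min at RT. Next, substrate, coupling system and AmpLite Red are added. After 20 min RT, fluorescence (525/598 nm) is read.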
CXXC DNA block: qHTS Fluorescence Polarization Assay for Inhibitors of MLL CXXC domain - DNA interaction; hit rate 0.037% among 290,000; Potency, µM (highest dose often 115 µM), for inactives: top-dose activity change, negative = inhibition, actives largely listed as inhibitors; Histone-lysine N-methyltransferase 2A (Homo sapiens), Q03164; MLL-CXXC / FITC-HOXA9 DNA fluorescence polarization; active = well fitted inhibition curve with a large enough effect in the polarisation, with a control signal flat, not every such curve was filed as active; inconclusive = small, poorly fitted or top-dose-only effect, or effect the other way, or a change in a side signal; inactive = no such curve, though single readings can be large or run the other way; the % refers to the polarisation; note: potency is the fitted concentration of half-maximal effect
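Fluorescence polarization: 7 uM MLL-CXXC (stock) preincubated 5 min with compounds, then 50 nM fluorescein-HOX-A9 DNA (stock) added; 30 min ambient. Buffer 50 mM Tris-HCl pH 7.5, 50 mM NaCl, 1 mM DTT, 0.05% BSA.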
GALK inhibitor: qHTS Assay for Inhibitors of Human Galactokinase (GALK) | P51570 | Purified GALK, Kinase-Glo residual ATP luminescence | Potency, µM (titrated, usually from 57.5 µM), without a hit: top-dose activity change, negative = inhibition, usual class: inhibitors | hit rate 0.007% among 270,000; note: potency is the fitted concentration of half-maximal effect; % is set by controls: 0 for no effect and ±100 for the full control effect
Target sequence (P51570 whole entry, looked up): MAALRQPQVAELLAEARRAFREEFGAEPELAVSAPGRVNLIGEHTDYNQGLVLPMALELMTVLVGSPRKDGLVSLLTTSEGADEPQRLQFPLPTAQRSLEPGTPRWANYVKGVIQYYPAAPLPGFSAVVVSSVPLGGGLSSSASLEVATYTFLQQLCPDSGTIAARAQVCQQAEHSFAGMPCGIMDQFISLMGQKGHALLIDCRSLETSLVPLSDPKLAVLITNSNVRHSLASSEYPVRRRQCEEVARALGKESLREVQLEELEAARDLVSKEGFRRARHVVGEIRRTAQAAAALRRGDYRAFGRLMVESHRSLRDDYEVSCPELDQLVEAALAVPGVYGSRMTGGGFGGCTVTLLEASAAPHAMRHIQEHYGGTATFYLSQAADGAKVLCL
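Human GALK (5 nM) with 35 uM ATP and 100 uM galactose in 20 mM HEPES pH 8.0, 5 mM MgCl2, 60 mM NaCl, 1 mM DTT, 0.01% BSA. After 1 h at room temperature, leftover ATP was read by Kinase-Glo Plus luminescence.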
S-ASM inh: Inhibitors of Secretory Acid Sphingomyelinase (S-ASM): qHTS. Sphingomyelin phosphodiesterase (Homo sapiens), P17405. placental ASM, HMU-PC fluorogenic substrate, 60 min. hit rate 0.006% among 340,000. Potency, µM (top dose mostly 57.5 µM), without a hit: top-dose activity change, negative = inhibition, actives largely listed as inhibitors; note: potency is the fitted concentration of half-maximal effect
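qHTS format. ASM enzyme prepared from human placenta hydrolyses the fluorogenic substrate HMU-PC0 (9 uM final) over 60 min at 37 °C after a 10 min compound preincubation.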
TRPV1 agonist: HTS Assay for Compounds that Act as Agonists of the Vanilloid Receptor 1; AID 540275, 2011; TRPV1-expressing cells, Fluo-8 calcium influx, agonist mode; hit rate 0.19% among 320,000; activation, % at 8.33 µM; in the data active = activation above about 80%; inconclusive = between about 30% and that limit; note: 0% is about no effect
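Fluo-8 calcium influx in TRPV1-expressing cells, kinetic read (ex 480/em 520 nm). Compound added and read 3 min for agonist activity, followed by capsaicin at EC20 final and 2 min further read for enhancement.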
Starred values were filed as active, the others as inactive; i = inactive; ? = inconclusive; nt = not tested or not shown; [ ] = dose if it differs, or a comment. Unless noted, calls come from the whole dose curve; as a rule, active = well fitted curve in the direction sought with a large enough effect; inconclusive = small, poorly fitted or top-dose-only effect, or another doubt; inactive = no such curve, though single readings can be large; an effect the other way counts as inactive or inconclusive. An excerpt (hit frequency here may not be typical).

SMILES | KCNH2 3.1 inh | Integrin act MD | A-T KAP1 phos | MBNL1 CUG block | KCNH2 WT inh | FBPA coupling cs | CXXC DNA block | GALK inhibitor | S-ASM inh | TRPV1 agonist
Cc1cccc(OP(=O)(NCc2ccccc2)Oc2cccc(C)c2)c1 | -7 | -52%[inhibitor] | 0% | ? | -7 | 3 | 30% | -3% | -4% | 25
Cc1cccc(-n2c(C)nc3ccccc3c2=O)c1C | 4 | -14% | -2%[11.5 µM] | 1% | -5 | 0 | 0% | 6% | 4% | -1
CCN1C(=O)C(=C/C=C/c2ccco2)C(=O)N(CC)C1=S | nt | -6% | 2% | 9% | -4 | -8 | ? | 0% | -12% | 4
COc1cc(C)c(CN2CC=C(c3ccc(F)cc3)CC2)cc1C | -31 | -25% | ? | 6% | 40 | 1 | 4% | 1% | 2% | 7
COc1ccc(-n2c(O)c(/C=C/C=Nc3ccccc3)c(=O)[nH]c2=O)cc1 | -3 | -22% | -3% | ? | 0 | -6 | ? | 0% | 1% | 21
CC(=O)N1CCCSC1=Nc1ccccc1 | -2 | 19% | -16% | 1% | 18 | 4 | -1% | 0% | 5% | -4
O=c1cc(CN2CC=C(c3ccccc3)CC2)c2c(ccc3ccccc32)o1 | nt | ? | 5% | 8% | -4 | -2 | 8% | -1% | 57% | -3
O=c1c2ccccc2nc(/C=C/c2ccc(O)cc2)n1-c1ccc(O)cc1 | 17 | 39% | 8% | 4% | 2 | 0 | 62%[activator] | nt | 14% | 22
C=CCn1cc(C=C2C(=O)N(C)C(=O)N(C)C2=O)c2ccccc21 | -16 | -14% | -8% | -1% | 0 | 2 | 25% | nt | -9% | -2
CC(C)c1ccc(N=Cc2c(O)n(C3CC3)c(=S)[nH]c2=O)cc1 | -5 | -2% | 8% | 4% | 0 | 0 | 9% | 0% | 0% | 15
CCP(=S)(CC)c1ccc(N(C)C)cc1 | 19 | -9% | 5% | -7% | -15 | 3 | -5% | -2% | 6% | 2
Cc1cc(OC(=O)c2ccco2)c2c3c(c(=O)oc2c1)CCCC3 | -10 | -1% | nt | 3% | -11 | 12 | 111%[activator] | 4% | -11% | 15
COc1nc2ccccc2c(=O)n1-c1ccc(C)cc1 | -14 | -3% | 3% | -3% | 17 | 0 | 1% | 4% | 2% | -3
CN(C)c1ccc(NC(=O)CN2C(=O)CN=C(c3ccccc3)c3ccccc32)cc1 | 8 | -3% | -3% | 5% | 21 | -11 | -3% | -1% | -7% | 8
O=C(Cn1c(=S)[nH]c2ccccc2c1=O)N1CCC2(CC1)OCCO2 | 5 | 3% | 13% | 1% | -3 | 6 | 2% | 1% | -1% | 0
Cc1cc(/C=C2\C(=O)NC(=O)N(c3cccc(Br)c3)C2=O)c(C)n1C | -5 | 11% | 1% | 11% | -10 | 1 | 8% | 1% | -3% | -3
Cc1ncc([N+](=O)[O-])n1CCOC(N)=O | 6 | 3% | 1% | ? | 1 | 1 | 12% | 3% | 6% | -5
CCN(CC)C(=O)c1ccc(NC(=O)COc2ccc(-c3nn(C)c(=O)c4ccccc34)cc2)cc1 | 17 | -22% | -5% | 15% | -1 | 1 | -6% | -1% | -1%[11.5 µM] | -1
S=C1Nc2ccccc2Sc2ccccc21 | 4 | 16% | 1% | -12% | -14 | 1 | -1% | 6% | -5% | 17
O=C(CCn1nc(-c2ccc(Cl)cc2)ccc1=O)N1CCC2(CC1)OCCO2 | -11 | -16% | 0% | 26% | 1 | 4 | 7% | -1% | -3% | 1

Part of the list above, set out differently.
SMILES,KCNH2 3.1 inh,Integrin act MD,A-T KAP1 phos,MBNL1 CUG block,KCNH2 WT inh,FBPA coupling cs,CXXC DNA block,GALK inhibitor,S-ASM inh,TRPV1 agonist
CCN1C(=O)C(=C/C=C/c2ccco2)C(=O)N(CC)C1=S,nt,-6%,2%,9%,-4,-8,?,0%,-12%,4
COc1cc(C)c(CN2CC=C(c3ccc(F)cc3)CC2)cc1C,-31,-25%,?,6%,40,1,4%,1%,2%,7
COc1ccc(-n2c(O)c(/C=C/C=Nc3ccccc3)c(=O)[nH]c2=O)cc1,-3,-22%,-3%,?,0,-6,?,0%,1%,21
CC(=O)N1CCCSC1=Nc1ccccc1,-2,19%,-16%,1%,18,4,-1%,0%,5%,-4

Further structures follow:
SMILES | KCNH2 3.1 inh | Integrin act MD | A-T KAP1 phos | MBNL1 CUG block | KCNH2 WT inh | FBPA coupling cs | CXXC DNA block | GALK inhibitor | S-ASM inh | TRPV1 agonist
C=CCn1c(O)c(/C=N/NC(=O)CCCC)c(=O)[nH]c1=S | 9 | 2% | -4% | 13% | -3 | 0 | 10% | 0% | 0% | 5
COc1ccc(C(O)P(=O)(Oc2ccccc2)Oc2ccccc2)cc1 (centres undefined) | -2 | -1% | 20% | 1% | 1 | 1 | -8% | -2% | ? | -1
CC12CC[C@H]3[C@@H](CCC4(O)C[C@H](O)CCC34/C=N/NC(=O)Cc3ccccc3)C1(O)CCC2C1=CC(=O)OC1 (some centres undefined) | 3 | -5% | 9% | 2% | -3 | 0 | -3% | -1% | 0% | -1
O=C(CSC1c2ccccc2-c2ccccc21)N/N=C/c1ccc(C(=O)O)cc1 | -1 | -21% | -3% | 5% | i | 4 | 0% | 0% | 5% | 3
Cc1cc(=O)oc2cc(OCC(=O)N3C[C@H]4C[C@@H](C3)c3cccc(=O)n3C4)ccc12 | -12 | -30% | 12% | 10% | -5 | -1 | -1% | nt | 2% | 0
O=C(c1ccc2c3c(cccc13)CC2)C1CCCN(Cc2ncc[nH]2)C1 (centres undefined) | -1 | -39% | 5%[11.5 µM] | 20% | -5 | -1 | 0% | 0% | 11% | 11
CN1CCC(OC(=O)Cc2ccccc2)CC1 | -13 | 2% | 2% | 13% | nt | 3 | 7% | 14% | 3% | 1
O=C(COC(=O)Cc1ccccc1)Nc1cccnc1Cl | -7 | 2% | 11% | 2% | -1 | 2 | 8% | 12% | -2% | 0
FC(F)(F)C1=NC(C(F)(F)F)=NP(N2CCOCC2)(N2CCOCC2)=N1 | 4 | 10% | -2% | -4% | 1 | 1 | 6% | -1% | 1% | 2
CCC1(c2ccc(-c3ccccc3)cc2)C(=O)NC(=O)NC1=O | 12 | 0% | 2% | -7% | 2 | 1 | -6% | -3% | 1% | 1
CCCCP(=O)(O)c1ccccc1 | -12 | 36%[7.66 µM] | 7% | -2% | 4 | -2 | 0% | 7% | -5% | 0
CC(=O)Nc1cc(Cl)c(N=Cc2ccc(O)cc2O)cc1Cl | -13 | ? | 5% | 9% | -2 | -23 | ? | 1% | 2% | -4
COC(=O)C1=C(c2ccc(C(C)=O)cc2)C[C@@H]2CC[C@H]1N2C(=O)NC1CCCCC1 | nt | 12% | 17% | nt | nt | nt | nt | nt | -2% | -2
Cc1c(C(=O)N2CCC3(CC2)OCCO3)oc2ccc(S(=O)(=O)N3CCCCC3)cc12 | 18 | 18% | -6% | -6% | 1 | 0 | -4% | nt | 4% | ?
CN1CCc2cc3c(cc2[C@H]1[C@@H]1OC(=O)c2c1ccc1c2OCO1)OCO3 | 6 | nt | -4% | nt | 1 | nt | nt | nt | 12% | -1
CN(c1ccccc1)c1ccc([N+](=O)[O-])c2nonc12 | 5 | -34% | -7% | ? | -13 | -12 | ? | 0% | -6% | -8
CCOC(=O)C(NC(=O)CCl)(Nc1ccc(C(O)(C(=O)OCC)C(F)(F)F)cc1)C(F)(F)F (centres undefined) | 1 | -42% | -6% | -14% | 2 | -1 | 1% | 1% | 1% | -1
O=C(c1cc2c(s1)CCCC2)N1CCC2(CC1)OCCO2 | 0 | -11% | -13% | -3% | -3 | 4 | -6% | 0% | 1% | -12
CCCCn1c(C)c(C(=O)O)c2cc(OC)c3ccccc3c21 | 0 | ? | 30% | 0% | -38 | 2 | -7% | 0% | -14% | 19
